Screens: PubChem, Sanford-Burnham Center for Chemical Genomics
mIAP block = blocks mouse intestinal alkaline phosphatase; purified mouse IAP, CDP-Star luminescence, 30 min; inhibition, % at 10 µM; actives 0.2% (n = 330,000);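 active = inhibition of at least 40% at 10 µM in the primary screen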;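 note: plate controls were DMSO with enzyme for no effect and no enzyme wells for full effect; values of inactives mirror those of a sister screen read the other way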
hIAP inh = human IAP inhibition; purified IAP, CDP-Star luminescence, 30 min; inhibition, % at 10 µM; actives 0.12% (n = 330,000); AID 2544;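 active = inhibition reaching a set limit with compound at 10 µM in the primary screen, cut at about 35% in these data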;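 note: plate controls were DMSO wells with enzyme for no effect and no-enzyme buffer wells for full effect; values of inactives mirror those of a sister screen read the other way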
Target sequence (P09923 whole entry, looked up): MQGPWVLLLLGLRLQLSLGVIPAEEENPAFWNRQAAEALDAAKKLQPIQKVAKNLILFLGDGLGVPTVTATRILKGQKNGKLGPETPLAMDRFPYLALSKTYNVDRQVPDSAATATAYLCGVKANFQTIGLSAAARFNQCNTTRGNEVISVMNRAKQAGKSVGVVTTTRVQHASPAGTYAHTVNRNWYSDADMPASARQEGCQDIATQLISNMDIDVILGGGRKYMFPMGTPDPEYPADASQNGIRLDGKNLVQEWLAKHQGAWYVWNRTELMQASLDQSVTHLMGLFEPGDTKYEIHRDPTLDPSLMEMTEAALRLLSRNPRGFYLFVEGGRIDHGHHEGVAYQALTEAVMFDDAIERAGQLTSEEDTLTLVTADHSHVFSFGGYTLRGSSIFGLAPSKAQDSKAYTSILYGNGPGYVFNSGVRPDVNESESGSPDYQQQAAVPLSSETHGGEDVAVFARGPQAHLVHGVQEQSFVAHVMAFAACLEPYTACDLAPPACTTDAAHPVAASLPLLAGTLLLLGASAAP
MPTP block = inhibitors of mitochondrial permeability transition pore. actives 1.4% (n = 360,000). inhibition, % at 10 µM. isolated mouse mitochondria, Ca2+ swelling absorbance, 30 min;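 active = inhibition of 50% or more, scaled per plate between neutral and stimulator controls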;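 note: 0% = DMSO wells given calcium and 100% = 1 mM EGTA wells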
ATG4B inhibitor = blocks human ATG4B protease cleavage of LC3 substrate. ATG4B cleavage of LC3-PLA2, NBD-HPC fluorescence, 1 h. AID 504462. actives 0.51% (n = 340,000). Q9Y4P1. inhibition, % at 8.33 µM; in the data active = inhibition above about 40%
mIAP act = increases mouse intestinal alkaline phosphatase activity | activation factor at 10 µM | AID 2805 | muIAP, CDP-Star luminescence, 30 min; stronger effect = higher value; 1 = vehicle-only enzyme signal, 0 = enzyme-free wells | actives 0.24% (n = 330,000);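 active = activation factor of at least 2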; note: the source names both 10 and 20 µM as test concentration; values of inactives mirror those of a sister screen read the other way
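Assay system: mouse IAP enzyme / Compound: DMSO-dissolved test compounds / Timing: 30 min, room temperature / Measured by: luminescence from enzymatic CDP-Star hydrolysis / Control set: DMSO-only wells, enzyme-free buffer wells as negative control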
MIN6 prolif = inducers of beta-cell replication in MIN6 cells; MIN6 cells proliferation, ATPlite luminescence, 48 h; cells starved in 0.2% serum; 100% = growth in 10% serum; proliferation, % at 10 µM; actives 0.29% (n = 330,000); AID 2380;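 active = compounds whose signal lies at least 3.5 SD above the mean of all wells on their plate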;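 note: 0% = DMSO-treated cells in low-serum medium and 100% = 10% serum control; some compounds called inactive have numbers as strong as hits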
APOBEC3G inh = blocks human APOBEC3G single-stranded DNA deamination; actives 0.28% (n = 330,000); AID 493012; Q9HC16; inhibition, % at 20 µM; recombinant A3G, ssDNA deamination FAM/TAMRA fluorescence;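 active = inhibition of at least 40% at 20 µM, with no more than 30% in the related APOBEC3A deaminase screen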;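 note: plate controls were DMSO wells with A3G for no effect and wells lacking A3G enzyme for full effect; some compounds called inactive have numbers as strong as hits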
A3A deaminase = inhibitors of human APOBEC3A DNA deaminase. recombinant A3A, FAM/TAMRA ssDNA deamination fluorescence. actives 0.41% (n = 330,000). inhibition, % at 20 µM. AID 493011;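 active = at least 40% inhibition at 20 µM here, with at most 30% in a related deaminase screen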;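 note: plate controls were A3A with DMSO for no effect and wells lacking A3A enzyme for full effect; some results filed as inactive read as strong as hits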
Target sequence (P31941 whole entry, looked up): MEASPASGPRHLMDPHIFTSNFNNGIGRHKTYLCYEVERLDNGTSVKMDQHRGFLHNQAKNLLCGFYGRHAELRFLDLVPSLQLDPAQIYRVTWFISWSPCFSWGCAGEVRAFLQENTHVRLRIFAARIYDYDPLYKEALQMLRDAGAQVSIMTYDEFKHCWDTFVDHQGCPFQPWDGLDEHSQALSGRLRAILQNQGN
hIAP activ = increases human intestinal alkaline phosphatase activity; AID 2524; actives 0.16% (n = 330,000); activation factor at 10 µM; purified human IAP, CDP-Star luminescence, 30 min; stronger effect = higher value; 1 = vehicle-only enzyme, 0 = enzyme-free background;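 active = activation factor of the enzyme at least 2-fold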; note: the source names both 10 and 20 µM as test concentration; values of inactives mirror those of a sister screen read the other way
* = called active by the depositor.

For NC(=O)C1CCN(C(=O)c2cc3c(s2)CCCCC3)CC1 the results were mIAP block 3, hIAP inh 27, MPTP block -1.0, ATG4B inhibitor 16, mIAP act 0.97, MIN6 prolif -1, APOBEC3G inh -8, A3A deaminase -2 and hIAP activ 0.73.
Screening CC(C)c1ccccc1NC(=O)Cn1c(/C=C/c2ccccc2)nc2ccccc21 returned mIAP block 7, hIAP inh 16, ATG4B inhibitor -1, mIAP act 0.93, MIN6 prolif 3, APOBEC3G inh -1, A3A deaminase 5 and hIAP activ 0.84.
COc1ccc(/C=N/N2CCN(Cc3ccccc3)CC2)cc1 was read as mIAP block -7, hIAP inh 4, MPTP block 0.8, ATG4B inhibitor -3, mIAP act 1.1, MIN6 prolif 0, APOBEC3G inh -7, A3A deaminase -6 and hIAP activ 0.96.
Oc1c(C(c2ccc(Cl)cc2)N2CCCC2)cc(Cl)c2cccnc12 (configuration not stated) was read as mIAP block 13, hIAP inh 0, MPTP block 3.7, ATG4B inhibitor 7, mIAP act 0.87, MIN6 prolif -6, APOBEC3G inh -2, A3A deaminase 2 and hIAP activ 1.
COc1ccc(/C=C2\Oc3cc(OCC(=O)N4CCC[C@H]4C(=O)O)ccc3C2=O)c(OC)c1OC was read as mIAP block 4, hIAP inh 6, MPTP block -0.7, ATG4B inhibitor -9, mIAP act 0.96, MIN6 prolif 2, APOBEC3G inh -3, A3A deaminase 8 and hIAP activ 0.94.
For Cc1cc(C(=O)CS(=O)(=O)c2ccc(F)cc2)cc(C)c1O the results were mIAP block 6, hIAP inh 8, MPTP block -0.6, ATG4B inhibitor -1, mIAP act 0.94, MIN6 prolif -1, APOBEC3G inh -10, A3A deaminase -4 and hIAP activ 0.92.
O=C(CCc1nnc2n(Cc3ccc(Cl)cc3)c(=O)c3ccccc3n12)N1CCN(c2ccccn2)CC1 was read as mIAP block 5, hIAP inh -13, MPTP block -2.1, ATG4B inhibitor 3, mIAP act 0.95, MIN6 prolif -6, APOBEC3G inh -7, A3A deaminase -8 and hIAP activ 1.1.
For COC(=O)c1ccccc1S(=O)(=O)N1CCC(C(=O)N(C)CCOc2ccccc2)CC1 the results were mIAP block -6, hIAP inh -4, MPTP block -0.8, ATG4B inhibitor 3, mIAP act 1.1, MIN6 prolif -3, APOBEC3G inh 13, A3A deaminase 3 and hIAP activ 1.
CCOC(=O)C1C(=O)Nc2nc3ccccc3n2C1C(C)C (configuration not stated) was read as mIAP block -7, hIAP inh -20, MPTP block 0.6, ATG4B inhibitor -9, mIAP act 1.1, MIN6 prolif -1, APOBEC3G inh 0, A3A deaminase 3 and hIAP activ 1.2.
`CC(=O)OC(C(=O)NC1CCCCC1)c1ccccc1F` (configuration not stated) gave mIAP block 12, hIAP inh 0, MPTP block -0.6, ATG4B inhibitor 3, mIAP act 0.88, MIN6 prolif -1, APOBEC3G inh -1, A3A deaminase 2 and hIAP activ 1.
CCOC(=O)c1cnn(-c2ccccc2)c1-n1cccc1C(=O)C(=O)N(CC)CC was read as mIAP block 0, hIAP inh 12, MPTP block -0.9, ATG4B inhibitor -3, mIAP act 1, MIN6 prolif 0, APOBEC3G inh -6, A3A deaminase -3 and hIAP activ 0.88.
Screening CC(C)(CNC(=O)c1cccc(NS(=O)(=O)c2ccc(Br)cc2)c1)N1CCOCC1 returned mIAP block 9, hIAP inh -12, MPTP block 1.0, ATG4B inhibitor -4, mIAP act 0.91, MIN6 prolif -3, APOBEC3G inh -9, A3A deaminase -3 and hIAP activ 1.1.
`Cc1ccc(N2C(=O)CS/C2=C(\C(Cl)=C(Cl)Cl)[N+](=O)[O-])cc1` gave mIAP block 42*, hIAP inh -18, MPTP block -0.2, ATG4B inhibitor 15, mIAP act 0.58, MIN6 prolif -4, APOBEC3G inh -6, A3A deaminase 1 and hIAP activ 1.2.
For COc1ccc(C)c2sc(N(CCN(C)C)C(=O)c3cccc(N4C(=O)CCC4=O)c3)nc12 the results were mIAP block -3, hIAP inh 14, MPTP block -2.3, ATG4B inhibitor -16, mIAP act 1, MIN6 prolif 3, APOBEC3G inh -6, A3A deaminase -3 and hIAP activ 0.86.
`Cc1csc(NC(=O)C2CC(=O)N(Cc3ccco3)C2)n1` (configuration not stated) gave mIAP block 7, hIAP inh 8, MPTP block -1.7, ATG4B inhibitor -7, mIAP act 0.93, MIN6 prolif 4, APOBEC3G inh -1, A3A deaminase 2 and hIAP activ 0.92.
`O=C(NCCS(=O)(=O)NCC1CCCO1)c1ccccc1` (configuration not stated) gave mIAP block -2, hIAP inh -12, MPTP block -0.4, ATG4B inhibitor 1, mIAP act 1, MIN6 prolif 7, APOBEC3G inh -3, A3A deaminase 0 and hIAP activ 1.1.
`O=[N+]([O-])c1ccc(Oc2ccc(-c3nnco3)cc2)c(Cl)c1` gave mIAP block -1, hIAP inh 7, MPTP block -2.8, ATG4B inhibitor -5, mIAP act 1, MIN6 prolif -3, APOBEC3G inh -3, A3A deaminase 0 and hIAP activ 0.93.
Screening COCCNCCOc1ccc(C)cc1[N+](=O)[O-] returned mIAP block 0, hIAP inh -16, MPTP block 0.7, ATG4B inhibitor -6, mIAP act 0.99, MIN6 prolif -3, APOBEC3G inh -7, A3A deaminase 1 and hIAP activ 1.2.
`Cc1nnc2ccc(-c3ccc(NS(=O)(=O)c4ccccc4F)cc3)nn12` gave mIAP block 0, hIAP inh -10, MPTP block 0.5, ATG4B inhibitor 1, mIAP act 1, MIN6 prolif 3, APOBEC3G inh -7, A3A deaminase -1 and hIAP activ 1.1.
`O=C(COC(=O)Cn1[nH]c(=O)c2ccccc2c1=O)Nc1ccc2c(c1)OCO2` gave mIAP block -1, hIAP inh 12, MPTP block 0.3, ATG4B inhibitor -11, mIAP act 1, MIN6 prolif 6, APOBEC3G inh -5, A3A deaminase -3 and hIAP activ 0.88.
Screening Cc1cccc(NS(=O)(=O)c2ccc(Br)s2)n1 returned mIAP block 10, hIAP inh -22, MPTP block -3.4, ATG4B inhibitor 4, mIAP act 0.9, MIN6 prolif 0, APOBEC3G inh -6, A3A deaminase -1 and hIAP activ 1.2.
`O=C(NC(=S)Nc1ccccc1C(=O)O)c1ccc(-c2ccc(Br)cc2)o1` gave mIAP block 21, hIAP inh 6, MPTP block -2.7, ATG4B inhibitor 3, mIAP act 0.79, MIN6 prolif -5, APOBEC3G inh 1, A3A deaminase -2 and hIAP activ 0.94.
`CCOC(=O)C1(CCOc2ccccc2)CCN(Cc2ccc(C)o2)CC1` gave mIAP block 6, hIAP inh 0, MPTP block 3.1, ATG4B inhibitor 3, mIAP act 0.94, MIN6 prolif -2, APOBEC3G inh -15, A3A deaminase -5 and hIAP activ 1.
For CC(C)CN1CCN(Cc2cnc(N3CCOCC3)s2)CC1CCO (configuration not stated) the results were mIAP block 7, hIAP inh -2, MPTP block -0.6, ATG4B inhibitor -6, mIAP act 0.93, MIN6 prolif 0, APOBEC3G inh 3, A3A deaminase 7 and hIAP activ 1.
COc1cc(NC(=S)Nc2ccc3c(c2)OCCO3)cc(OC)c1OC was read as mIAP block 4, hIAP inh -6, MPTP block 6.6, ATG4B inhibitor -6, mIAP act 0.96, MIN6 prolif -2, APOBEC3G inh -6, A3A deaminase -3 and hIAP activ 1.1.
For O=C(N/N=C/C1CC=CCC1)c1ccccc1O (configuration not stated) the results were mIAP block -7, hIAP inh -8, MPTP block 4.5, ATG4B inhibitor 13, mIAP act 1.1, MIN6 prolif -2, APOBEC3G inh -6, A3A deaminase 3 and hIAP activ 1.1.
Screening CN1CCCC(OC(=O)COc2ccc(Br)cc2)C1 (configuration not stated) returned mIAP block 3, hIAP inh -5, MPTP block 0.8, ATG4B inhibitor -14, mIAP act 0.97, MIN6 prolif -3, APOBEC3G inh -2, A3A deaminase 6 and hIAP activ 1.1.
CCOC(=O)CSc1nnc(CNC(=O)c2cc(OCC)c(OCC)c(OCC)c2)n1C was read as mIAP block -4, hIAP inh 0, MPTP block 2.2, ATG4B inhibitor -6, mIAP act 1, MIN6 prolif 1, APOBEC3G inh -2, A3A deaminase 2 and hIAP activ 0.99.
`O=[N+]([O-])c1ccccc1CSc1ccccn1` gave mIAP block -6, hIAP inh 11, MPTP block 0.3, ATG4B inhibitor 6, mIAP act 1.1, MIN6 prolif -2, APOBEC3G inh -4, A3A deaminase -1 and hIAP activ 0.89.
For O=C1C=C(O)C(n2cncn2)C(c2cc(F)ccc2F)C1 (configuration not stated) the results were mIAP block -10, hIAP inh -16, MPTP block -0.2, ATG4B inhibitor 10, mIAP act 1.1, MIN6 prolif 0, APOBEC3G inh -8, A3A deaminase -8 and hIAP activ 1.2.
Cc1ccc(N2C(=O)CCC2(C#N)c2ccccc2)cc1 (configuration not stated) was read as mIAP block -4, hIAP inh 14, MPTP block 1.6, ATG4B inhibitor 4, mIAP act 1, MIN6 prolif 1, APOBEC3G inh -7, A3A deaminase -1 and hIAP activ 0.86.
Screening CC(C)C(NC(=S)NCc1ccccc1)C(=O)O (configuration not stated) returned mIAP block 3, hIAP inh 13, MPTP block 0.4, ATG4B inhibitor -2, mIAP act 0.97, MIN6 prolif 3, APOBEC3G inh -5, A3A deaminase -6 and hIAP activ 0.87.
CCOc1ccc(-n2c(=O)c3c4c(sc3n(CC(=O)NCCCOC)c2=O)CCCCC4)cc1 was read as mIAP block 2, hIAP inh -14, MPTP block -1.3, ATG4B inhibitor -5, mIAP act 0.98, MIN6 prolif -2, APOBEC3G inh -1, A3A deaminase 1 and hIAP activ 1.1.
Screening Cc1cc(C)n2nc(CNS(=O)(=O)c3ccc(C)c(C)c3)nc2n1 returned mIAP block 9, hIAP inh 0, MPTP block 0.0, ATG4B inhibitor -6, mIAP act 0.91, MIN6 prolif -1, APOBEC3G inh -4, A3A deaminase -3 and hIAP activ 1.
For Cc1ccc(Cc2cnc(NC(=O)/C(C#N)=C/c3ccc(-c4ccc([N+](=O)[O-])cc4)o3)s2)cc1 the results were mIAP block 30, hIAP inh 1, MPTP block -0.1, ATG4B inhibitor 9, mIAP act 0.7, MIN6 prolif -3, APOBEC3G inh -5, A3A deaminase -1 and hIAP activ 0.99.
O=c1c2c3c(sc2ncn1-n1cccc1)CCCCC3 was read as mIAP block 5, hIAP inh 7, MPTP block 0.9, ATG4B inhibitor -5, mIAP act 0.95, MIN6 prolif 1, APOBEC3G inh 0, A3A deaminase 0 and hIAP activ 0.93.
`O=C(CSc1nnc(C2CC2)n1-c1ccccc1)NCCN1C(=O)CSC1=O` gave mIAP block -9, hIAP inh 8, MPTP block 0.2, ATG4B inhibitor 0, mIAP act 1.1, MIN6 prolif 0, APOBEC3G inh -6, A3A deaminase 23 and hIAP activ 0.92.
Screening O=C(CCC(=O)OCCCC(F)(F)C(F)(F)F)NC1CCCCC1 returned mIAP block -6, hIAP inh -11, MPTP block -1.6, ATG4B inhibitor -8, mIAP act 1.1, MIN6 prolif -2, APOBEC3G inh -5, A3A deaminase -7 and hIAP activ 1.1.

Two neighbouring entries from above, quoted:
For Cc1ccc(Cc2cnc(NC(=O)/C(C#N)=C/c3ccc(-c4ccc([N+](=O)[O-])cc4)o3)s2)cc1 the results were mIAP block 30, hIAP inh 1, MPTP block -0.1, ATG4B inhibitor 9, mIAP act 0.7, MIN6 prolif -3, APOBEC3G inh -5, A3A deaminase -1 and hIAP activ 0.99.
O=c1c2c3c(sc2ncn1-n1cccc1)CCCCC3 was read as mIAP block 5, hIAP inh 7, MPTP block 0.9, ATG4B inhibitor -5, mIAP act 0.95, MIN6 prolif 1, APOBEC3G inh 0, A3A deaminase 0 and hIAP activ 0.93.

Rows were taken by chance; about 3.3% have a hit in one of these screens.
